Screening results: PubChem BioAssay, The Scripps Research Institute Molecular Screening Center
LYPLA1 counter: LYPLA1 inhibitors, primary screen, counter-screen for PME1 inhibitor project, biochemical, fluorescence polarization, FP-Rh probe ABPP. recombinant LYPLA1. inhibition, % at 5.9 µM. Acyl-protein thioesterase 1 (Homo sapiens), O75608. 320,000 tested, 0.16% active;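 active = inhibition above the mean of all tested compounds plus 3 SD, set per campaign, cut at about 14% in these data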;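 also: inhibitors block serine hydrolase probe labeling of LYPLA1 so polarization falls; 0% = enzyme with DMSO and 100% = wells lacking LYPLA1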
Target sequence (O75608 whole entry, looked up): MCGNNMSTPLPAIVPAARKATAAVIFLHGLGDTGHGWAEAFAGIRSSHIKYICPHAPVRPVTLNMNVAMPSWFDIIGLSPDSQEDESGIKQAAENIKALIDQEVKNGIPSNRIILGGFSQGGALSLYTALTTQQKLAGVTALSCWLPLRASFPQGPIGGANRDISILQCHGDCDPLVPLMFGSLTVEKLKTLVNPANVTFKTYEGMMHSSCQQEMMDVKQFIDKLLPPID
PAFAH1B3 FP inh: PAFAH1B3 enzyme inhibitors, primary screen, biochemical, fluorescence polarization, human | Platelet-activating factor acetylhydrolase IB subunit alpha1 (Homo sapiens), Q15102 | recombinant PAFAH1B3, FP-rhodamine probe | inhibition, % at 3.39 µM | 340,000 tested, 0.28% active | AID 492972, 2010;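 active = inhibition above the screen-wide average of all tested compounds plus 3 SD, cut at about 25% in these data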;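 also: 0% = enzyme with DMSO only and 100% = wells lacking PAFAH1B3 protein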
Target sequence (Q15102 whole entry, looked up): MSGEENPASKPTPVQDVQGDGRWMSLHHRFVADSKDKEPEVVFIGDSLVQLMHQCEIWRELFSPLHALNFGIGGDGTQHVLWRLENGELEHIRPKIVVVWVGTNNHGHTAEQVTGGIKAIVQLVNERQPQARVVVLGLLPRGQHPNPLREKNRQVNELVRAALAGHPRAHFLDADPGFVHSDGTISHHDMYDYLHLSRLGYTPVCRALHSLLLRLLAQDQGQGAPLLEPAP
PAFAH1B2 inh: PAFAH1B2 enzyme inhibitors, primary screen, biochemical, fluorescence polarization, human; 340,000 tested, 1.2% active; recombinant PAFAH1B2, FP-rhodamine activity probe; inhibition, % at 3.39 µM; AID 492953, 2010;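 active = inhibition above the mean of all tested compounds plus 3 SD, cut at about 24% in these data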;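 also: 0% = enzyme with DMSO and 100% = wells lacking PAFAH1B2; many of its hits are not listed in these tables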
PAFAH2 FP inh: PAFAH2 enzyme inhibitors, primary screen, biochemical, fluorescence polarization, human; 340,000 tested, 0.99% active; AID 492956, 2010; inhibition, % at 3.39 µM; recombinant PAFAH2, FP-rhodamine activity probe;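 active = inhibition above the mean over all tested compounds plus 3 SD, cut at about 30% in these data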;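 also: inhibitors block probe labeling of enzyme so polarization drops; 0% = enzyme with DMSO and 100% = wells lacking PAFAH2 protein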
PME-1 primary: PME-1 inhibitors via competitive probe labeling, primary screen, biochemical, fluorescence polarization, FP-Rh probe, HTS | recombinant PME-1 | AID 2130, 2009 | 320,000 tested, 0.53% active | inhibition, % at 5.9 µM;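 active = inhibition above the campaign mean of all compounds plus 3 SD, cut at about 26% in these data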;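 also: competitive labeling of PME-1 active site by serine hydrolase directed probe; 0% = PME-1 with DMSO and 100% = wells lacking PME-1 enzyme; inhibitors block probe labeling so polarization falls and inhibition rises; many of its hits are not listed in these tables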
Target sequence (Q9Y570 whole entry, looked up): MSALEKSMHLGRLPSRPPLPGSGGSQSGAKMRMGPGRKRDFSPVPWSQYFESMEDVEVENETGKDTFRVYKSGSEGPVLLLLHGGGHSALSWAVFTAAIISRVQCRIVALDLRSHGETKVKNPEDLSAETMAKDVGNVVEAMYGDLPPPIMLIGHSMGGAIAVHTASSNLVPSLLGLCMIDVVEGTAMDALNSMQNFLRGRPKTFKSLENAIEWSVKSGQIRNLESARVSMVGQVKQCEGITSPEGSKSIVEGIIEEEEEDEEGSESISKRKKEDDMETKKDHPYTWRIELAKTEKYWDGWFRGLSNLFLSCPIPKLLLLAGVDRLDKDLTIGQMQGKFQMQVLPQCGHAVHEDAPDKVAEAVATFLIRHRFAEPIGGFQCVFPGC
GSTO1 counter: inhibitors of recombinant GSTO1, primary screen, counter-screen for RBBP9 inhibitor project, biochemical, fluorescence polarization. Glutathione S-transferase omega-1 (Homo sapiens), P78417. activity-based probe fluorescence polarization. inhibition, % at 5.96 µM. 300,000 tested, 1.1% active. AID 1974, 2009;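 active = inhibition above the campaign mean inhibition plus 3 SD, cut at about 35% in these data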;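 also: 0% = GSTO1-1 with DMSO and 100% = wells lacking GSTO1-1 enzyme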
pPAFAH FP inh: pPAFAH enzyme inhibitors, primary screen, biochemical, fluorescence polarization, human | Platelet-activating factor acetylhydrolase (Homo sapiens), Q13093 | recombinant pPAFAH, FP-rhodamine probe fluorescence polarization | inhibition, % at 3.39 µM | 330,000 tested, 1.5% active;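 active = inhibition above the mean inhibition across the screen plus 3 SD, cut at about 25% in these data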;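 also: inhibitors block binding of the rhodamine activity-based probe so polarization drops; 0% = enzyme with DMSO and 100% = wells lacking pPAFAH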
PAD4 inh: human PAD4 inhibitors, primary screen, biochemical, fluorescence polarization, 1536-well format; recombinant PAD4, RCA probe fluorescence polarization; 330,000 tested, 0.41% active; Protein-arginine deiminase type-4 (Homo sapiens), Q9UM07; inhibition, % at 6.36 µM;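 active = percent inhibition above a cutoff equal to the mean of all tested compounds plus 3 SD, cut at about 15% in these data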;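 also: 0% = PAD4 with RCA probe and DMSO and 100% = probe without PAD4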
Fam108B counter: mouse Fam108B serine hydrolase inhibitors, primary screen, counter-screen for RBBP9 inhibitor project, biochemical, fluorescence polarization | 300,000 tested, 0.33% active | inhibition, % at 9.51 µM | recombinant Fam108B, FP-Rh probe fluorescence polarization;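 active = inhibition above the screen mean inhibition plus 3 SD, computed separately per campaign, cut at about 18% in these data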;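 also: inhibitors lower polarization as less probe binds the enzyme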
* marks the source's active call; other numbers are inactive results; . = not tested or not shown. The list is partial. The share of hits here may be higher or lower than overall.

structure | pPAFAH FP inh | PAD4 inh | GSTO1 counter | LYPLA1 counter | PAFAH2 FP inh | PAFAH1B3 FP inh | Fam108B counter | PAFAH1B2 inh | PME-1 primary
O=C(NCCNC(=O)c1ccccc1[N+](=O)[O-])c1ccccc1[N+](=O)[O-] | -2 | 0 | -1 | 4 | -5 | -6 | 0 | 2 | 10
O=C(c1ccc2ncsc2c1)N1CCCC(C(F)(F)F)C1 (stereo not drawn) | -3 | 0 | -1 | -1 | 2 | 8 | -2 | 5 | -4
Cc1ccc(C(=O)C(NC(=O)c2ccco2)N2CCOCC2)cc1 (stereo not drawn) | 0 | -2 | 5 | 5 | 10 | -7 | 2 | -5 | 3
O=C(Nc1cccc(-c2cccc(Cl)c2)c1)C1CCN(Cc2ccon2)CC1 | 13 | 1 | -1 | -4 | 6 | 2 | -3 | 3 | 1
COc1cc(/C=C2/SC(=S)N(C)C2=O)ccc1OC(=O)c1ccco1 | -6 | -8 | 4 | -5 | -22 | -20 | 0 | -10 | -20
Cc1ccc(N(CC(=O)NCc2cccs2)S(=O)(=O)c2cccs2)cc1 | -1 | 4 | 3 | 1 | -4 | 4 | 0 | 3 | -2
COC(=O)c1ccc(NC(=O)CCc2nnc3ccc(NCc4ccco4)nn23)cc1 | 5 | -6 | -1 | -3 | 7 | 3 | 0 | 0 | 2
CN1CCC(NC(=O)Nc2ccc(Br)cc2)CC1 | 3 | -1 | 10 | -1 | -8 | 3 | -6 | 3 | -8
NS(=O)(=O)c1ccc(CCNC(=O)CN2CCC(Cc3ccccc3)CC2)cc1 | 1 | 1 | -3 | 1 | -3 | 3 | -1 | 5 | 7
O=C(COC(=O)c1ccccc1C(=O)c1ccc(Cl)cc1)NCCc1ccccc1 | 3 | -1 | 4 | -4 | 10 | 6 | -1 | -1 | 1
CCN(Cc1ccncc1)C(=O)c1ccccc1NS(=O)(=O)c1ccc(Br)cc1 | 2 | -1 | -4 | -3 | 25 | 0 | 4 | 7 | 6
CC(=O)C[C@H]1c2cc(C(F)(F)F)ccc2S(=O)(=O)N1C1CCCC1 | 8 | 2 | -6 | 3 | 0 | 4 | -1 | 1 | 4
CCn1c(NCc2cc(OC)c(OC)c(OC)c2)nc2ccccc21 | -6 | 6 | -2 | -9 | 9 | 7 | -2 | 1 | 2
O=c1[nH]c(C2CCN(S(=O)(=O)Cc3ccccc3)CC2)nc2c1nnn2Cc1ccccc1Cl | 9 | 1 | 1 | 0 | -2 | -2 | -1 | 4 | 19
C=CCn1c(=N)n(CC(O)COc2ccccc2OC)c2ccccc21 (stereo not drawn) | 1 | 3 | -4 | 0 | -2 | 2 | 1 | -2 | 1
COc1cccc(/C=N/N2CCN(c3ccncc3S(=O)(=O)N3CCCCC3)CC2)c1 | 6 | -12 | 2 | -1 | 4 | 4 | 5 | -1 | 8
Cc1ccc(N2C(=O)CC(NCC3CCCO3)C2=O)cc1 (stereo not drawn) | 4 | 0 | 9 | -1 | 4 | 9 | 0 | 5 | -4
COc1ccccc1C(=O)NCC(=O)Nc1cccnc1 | -5 | 1 | -6 | -1 | -5 | 4 | 2 | 4 | -1
Cc1sc2nc(CN(C(=O)NC3CCCCC3)C3CCCCC3)[nH]c(=O)c2c1C | 4 | 0 | 2 | 1 | 2 | 9 | 3 | 6 | 1
CN1CCN(C(c2ccccn2)c2cc(Cl)c3cccnc3c2O)CC1 (stereo not drawn) | 11 | -1 | -28 | 1 | 6 | 18 | 4 | 4 | -3
CCOC(=O)c1cc(-c2ccc(N3CCOCC3)cc2)nn1-c1ccccc1C(=O)O | 7 | 0 | 3 | 2 | 1 | 4 | 4 | 3 | -2
Cc1ccc(C(=O)N2CCN(c3nc4ccccc4n3C)CC2)cc1 | 5 | -4 | 2 | 6 | -4 | -2 | -1 | 3 | 0
COc1ccc(S(=O)(=O)N2CCCCCC2)cc1C(=O)Nc1ccccn1 | 9 | 3 | -1 | -4 | 5 | 8 | 2 | -7 | -2
C[C@@H](O)CC#Cc1ccc2oc(=O)c(-n3cc(-c4ccsc4)nn3)cc2c1 | -8 | -2 | . | 0 | 2 | 2 | . | -1 | -12
O=C(CSc1nnc(-c2ccco2)o1)NCC(=O)c1ccccc1 | 0 | -1 | 7 | 2 | 0 | 4 | 0 | 7 | -2
CCCCn1nnnc1SCC(=O)Nc1ccc(C)cc1 | 6 | 3 | 1 | -4 | -1 | 16 | 0 | 0 | -3
O=C(N/N=C/c1cccnc1)C1CCCN(S(=O)(=O)c2ccccc2)C1 (stereo not drawn) | -1 | 3 | 8 | 3 | 1 | -1 | -4 | 1 | 1
CC(C(=O)Nc1cc([N+](=O)[O-])ccc1Cl)N1CCN(c2ccccc2)CC1 (stereo not drawn) | -4 | 1 | 10 | -2 | 7 | 6 | 0 | 4 | 1
COc1ccc(C2C=C(c3ccc(Br)cc3)Nc3nc(NS(C)(=O)=O)nn32)cc1 (stereo not drawn) | 6 | -3 | 4 | 1 | . | . | -1 | . | 4
CC1CCCCN1S(=O)(=O)c1ccc(-n2cnnn2)cc1 (stereo not drawn) | -1 | -7 | 5 | 3 | 3 | 6 | -4 | 10 | -3
CC(C)(C)C(=O)O/N=C1\CCS(=O)(=O)c2sccc21 | 2 | 2 | 1 | 2 | 41* | -8 | 4 | 6 | 4
N#Cc1ccc(CO/N=C/c2ccccc2)cc1 | 5 | 0 | -1 | -2 | 4 | 5 | 4 | 2 | 9
Cc1occc1C(=O)NNC(=O)Nc1ccc(Cl)c(Cl)c1 | 2 | -1 | -12 | -7 | -8 | 11 | 0 | 6 | 5
Cc1ccc(S(=O)(=O)N/N=C/c2cccc(OC3CSC3)c2)cc1 | 1 | 0 | -1 | 6 | 3 | 10 | 4 | 12 | 1
N=C1SC(CC(=O)Nc2ccc([N+](=O)[O-])cc2)C(=O)N1c1ccccc1 (stereo not drawn) | -3 | -3 | 14 | 0 | . | . | -4 | . | 1
COc1cccc(C2C3=C(N=c4s/c(=C\c5ccccc5O)c(=O)n42)c2ccccc2CC3)c1OC (stereo not drawn) | 2 | -5 | 6 | -5 | . | . | 2 | . | -1
Cc1cc2ccccc2c(=O)n1CC(=O)NCC(=O)N(C)C1CCCCC1 | 2 | 3 | -1 | 2 | 2 | 0 | 0 | -1 | 0
Cc1oc(-c2ccccc2)nc1C(=O)N1CCN(c2ccc(F)cc2)CC1 | 0 | -3 | -1 | 3 | 1 | 0 | 1 | 2 | -1
COc1ccc(/C=C/c2nnc(NC(=O)COc3ccccc3)s2)cc1 | 2 | -2 | 6 | -3 | -3 | -1 | 2 | 3 | -6
COc1ccc(/C(O)=C/c2nc3ccc(C(=O)NCCc4cccc(C)c4)cc3[nH]c2=O)cc1OC | -5 | -5 | 3 | -15 | -2 | 0 | -4 | 7 | -14
C[C@@H]1CCCCCCCCC(=O)OCCN[C@H](C)CCCCCCCCC(=O)OCCN[C@H](C)CCCCCCCCC(=O)OCCN1 | 2 | 1 | . | . | 14 | 2 | . | -9 | .
CN(Cc1ccccc1)C(=O)COC(=O)COc1ccc(Cl)cc1 | 24 | 1 | . | . | 3 | 3 | . | 8 | .
COc1ccc(-n2c(SCC(=O)Nc3ccc(C)cc3)nc(O)c(Cc3ccccc3)c2=O)cc1 | 4 | -2 | -5 | -1 | 2 | 7 | 3 | 0 | 3
N#Cc1ccc(C(=O)N2CCN(S(=O)(=O)c3ccc(Br)s3)CC2)cc1 | 4 | 3 | 0 | 0 | 8 | 10 | -1 | 16 | 4
COc1ccc(C(CC(=O)O)NC(=O)COc2ccc(C)cc2)cc1OC (stereo not drawn) | 1 | -1 | 1 | 0 | 5 | 5 | 2 | 6 | 0
COc1ccc2[nH]c(C(=O)NCc3ccc4c(c3)OCO4)cc2c1 | 4 | -1 | -2 | -2 | . | . | -4 | . | 3
NC(=O)C1Cc2ccccc2CN1S(=O)(=O)c1ccc(Cl)s1 (stereo not drawn) | 4 | 2 | -3 | 2 | -5 | 5 | 2 | 11 | -3
CCOC(=O)C1(CCCc2ccccc2)CCN(C(=O)CCn2cnnn2)CC1 | -10 | -5 | 2 | -7 | 4 | -2 | -1 | 12 | 0
COc1ccc(Cn2ccnc2SCC(=O)Nc2cccc(NC(C)=O)c2)cc1 | 3 | -2 | -7 | 1 | 2 | -6 | 2 | 0 | 3
CCOc1ccc2oc(C(=O)NNC(=O)c3ccccc3O)c(C)c2c1 | 24 | -3 | 14 | -4 | 10 | 15 | 1 | 10 | 4
COc1ccc(NC(=O)CSc2nc(N)c3cc4c(nc3n2)CCCC4)cc1 | 7 | -3 | -5 | -8 | -5 | -1 | -5 | -1 | 6
CC(=O)Nc1ccc(S(=O)(=O)N(Cc2ccco2)CC2CCCO2)cc1 (stereo not drawn) | 3 | -2 | -8 | -3 | -1 | 2 | 0 | -2 | 1
COC(=O)c1cn(NC(=O)Cc2ccccc2Br)c(=O)c2ccccc12 | 2 | 0 | 2 | -3 | -7 | 0 | -2 | -1 | 0
O=S(=O)(c1ccccc1)N1CCC(Oc2ccc(-n3cnnn3)cc2)CC1 | 0 | 2 | 4 | -2 | 8 | 4 | 1 | 5 | 4
CCC(C)c1ccccc1N1CC(C(=O)NCCCn2nc(C)cc2C)CC1=O (stereo not drawn) | -1 | 1 | . | 3 | 7 | 4 | . | 3 | 4
COc1cccc(CNc2ccc(N3CCC(C)CC3)cc2)c1OC | 15 | -23 | 33 | 2 | 0 | 7 | 7 | 3 | 3
CCOC(=O)c1oc2cc(OC(C)=O)ccc2c(=O)c1-c1ccc(OC)c(OC)c1 | 0 | -3 | 10 | 0 | 0 | 3 | 5 | 4 | -4
O=C1Nc2ccccc2O/C1=C\c1ccccc1 | 1 | 1 | 4 | 4 | -3 | 4 | 1 | 3 | 4
Cc1ccc(NCc2nnc(SCc3ccc(C#N)cc3)n2Cc2ccco2)c(C)c1 | 5 | 1 | -1 | 2 | 4 | -1 | 1 | 0 | 14
Cn1nc2c3cc(F)ccc3n(Cc3ccc(F)cc3)cc-2c1=O | 2 | 1 | 1 | 3 | 10 | -1 | 1 | 2 | -4
O=C(Cc1ccccc1)Nc1nc2ccccc2[nH]1 | 1 | 0 | -7 | -1 | 5 | 3 | -3 | 2 | 4
